# Screens as filed in PubChem.
# cln2 rad14 – NCI yeast anticancer drug screen, S. cerevisiae cln2 rad14 strain | growth inhibition, % at 50 µM | hit rate 8.3% among 78,000;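 further: 0% = growth of vehicle-only cultures of the same strain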
#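 Each compound was tested on cln2 rad14 yeast. Inhibition of growth was calculated against vehicle-exposed controls.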
# mlh1 rad18 – NCI yeast anticancer drug screen, S. cerevisiae mlh1 rad18 strain; growth inhibition, % at 50 µM; hit rate 11% among 79,000;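 further: 0% = growth of vehicle-only cultures of the same strain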
#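 Compound-treated yeast growth, normalised to vehicle controls. Strain bears defined DNA repair mutations.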
# bub3 – NCI yeast anticancer drug screen, S. cerevisiae bub3 mutant strain | growth inhibition, % at 50 µM | hit rate 9.9% among 78,000;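 further: 0% = growth of vehicle-only cultures of the same strain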
#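 Part of a panel of yeast mutants defective in DNA damage repair or cell cycle regulation. Each strain is grown with compound, and inhibition is calculated relative to solvent-treated cultures.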
# yeast rad50 – NCI yeast anticancer drug screen, S. cerevisiae rad50 strain | growth inhibition, % at 50 µM | hit rate 10% among 79,000;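 further: 0% = growth of vehicle-only cultures of the same strain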
#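 A DNA repair-deficient yeast mutant serves as the test organism; compound-induced growth inhibition is calculated against vehicle-treated cells.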
# yeast mec2-1 – NCI yeast anticancer drug screen, S. cerevisiae mec2-1 strain. % growth inhibition at 50 µM. hit rate 9% among 79,000;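 further: 0% = growth of vehicle-only cultures of the same strain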
#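 Growth inhibition is read against vehicle-treated controls after compound exposure of the mec2-1 yeast strain, which is defective in DNA damage repair or cell cycle control.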
# sgs1 mgt1 – NCI yeast anticancer drug screen, S. cerevisiae sgs1 mgt1 strain. growth inhibition, % at 50 µM. hit rate 10% among 78,000;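 further: 0% = growth of vehicle-only cultures of the same strain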
#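 This yeast growth screen uses a strain with defined DNA-repair lesions; compound-treated growth is compared with vehicle-treated growth.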
# The depositor's hits bear a star; & = joins results of further samples. No stated cut-off is given here; in the data, active means growth inhibition above about 70%; inactive means the rest.
structure | cln2 rad14 | mlh1 rad18 | bub3 | yeast rad50 | yeast mec2-1 | sgs1 mgt1
CCOC(=O)c1ccc(N2C(=O)CC(Sc3ccccc3N)C2=O)cc1 (stereo not given) | -8 | -38 | -35 | -34 | -26 | -3
Brc1ccccc1C(Nc1nncs1)Nc1nncs1 | -3 | 8 | 0 | 7 | -4 | -11
C=CCN1C2Cc3cc(OC)c(OC)cc3C1Cc1cc(OC)c(OC)cc12 | -6 | -10 | -16 | 0 | -19 | -24
CSCCSC | 13 | 4 | 3 | 10 | 5 | 0
CC(=O)OCC1OC(OC2C(OC(C)=O)C(OC(C)=O)COC2(COC(C)=O)OC(C)=O)C(OC(C)=O)C(OC(C)=O)C1OC(C)=O (stereo not given) | -17 | -21 | -17 | -8 | -5 | -4
CC(=O)C1(C)SC(c2ccccc2)=NC1=O (stereo not given) | -12 | 7 | 2 | -3 | 5 | -4
NS(=O)(=O)c1ccc(NC(=O)Nc2ccc(Cl)c(Cl)c2)cc1 | -43 | -1 | -5 | -1 | -8 | -3
CSC(=S)n1nc(-c2cccs2)c(N=Nc2ccccc2)c1C(F)(F)F | 65 | 94* | 78* | 93* | 97* | 93*
COC(=O)c1ccccc1NC(=S)NN(C)C | 18 | -2 | 4 | 0 | -14 | -9
CCOc1c(OC)ccc(/C(C)=N\O)c1OCC | -2 | 10 | 11 | -2 | 1 | 5
O=C(c1ccc([N+](=O)[O-])cc1)c1[nH]c2ccccc2c(=O)c1-c1ccccc1 | 99* | 99* | 99* | 98* | 99* | 99*
ClC(Cl)(Cl)/C=C/c1cnc2ccccc2n1 | -2 | 30 | 86* | 16 | 6 | 49
CCOC(=O)c1c(-c2ccccc2)c(-c2ccccc2)cn1C | 26 | 24 | 6 | 18 | -7 | 5
CCCCCCCCCCCCCCCCCCOC(=O)C(N)Cc1ccccc1 (stereo not given) | -8 | 6 | -6 | -7 | 10 | 11
C[N+](C)(C)C(Cc1c[nH]c(=S)[nH]1)C(=O)O (stereo not given) | 9 | -20 | -8 | -15 | -44 | -31
C1=[N+](c2ccccc2)CCN1c1ccccc1 | -27 | -20 | -32 | -1 | -19 | -22
O=C(O)c1cccc2c1C1CCC2c2cccc(C(=O)O)c21 | 3 | 10 | -3 | -29 | 1 | 16
CCCN(CCC)c1ccc(C(=O)c2ccccc2)cc1 | -34 | -6 | 19 | -12 | -3 | -1
Nc1nc(-c2ccccc2)c(N=Nc2c(Cl)cccc2Cl)s1 | 88* | 97* | 91* | 96* | 90* | 55
CC/C=N/Nc1ccc([N+](=O)[O-])cc1[N+](=O)[O-] | 3 | 23 | 2 | 16 | -9 | 5
Clc1nc(N2CCOCC2)c2[nH]cnc2n1 | -6 | 6 | 9 | -6 | 6 | 4
N=C(N)n1[nH]c2c(c1=O)CCCC2 | 6 | -19 | 3 | 6 | 7 | -12
O=CNc1cc([N+](=O)[O-])ccc1Br | 2 | -1 | -5 | 5 | -4 | -7
CC(=O)Oc1cc(S(=O)(=O)Nc2n[nH]c(Nc3ccc(C)cc3)n2)c(S)cc1Cl | 19 | 26 | 27 | 26 | -2 | 3
COc1cc(C2C(Cl)C(=O)N2NC(=O)c2ccc(N)cc2)cc(Br)c1O (stereo not given) | -38 | -11 | 6 | 16 | 1 | 4
CC(=O)OCC1OC(n2c3c(cc(C#N)c2=S)CCCCCC3)C(OC(C)=O)C(OC(C)=O)C1OC(C)=O (stereo not given) | -13 | 33 | -4 | 22 | 4 | 12
COc1cc(NCc2ccc3nc(-c4ccccc4)c(N)nc3c2)cc(OC)c1OC | 17 | 70* | 37 | -8 | -9 | 50
COC1OCC(NC(=O)c2ccccc2)C(OS(C)(=O)=O)C1OS(C)(=O)=O (stereo not given) | 16 | 24 | -3 | 19 | 6 | 16
S=C(Cc1cccc2ccccc12)N1CCN(c2ccc(Cl)cc2)CC1 | -8 | -1 | -10 | -17 | -2 | -16
COc1ccccc1NC(=O)NN(C)C | -22 | -6 | -2 | 6 | -7 | -4
Cc1[nH]nc(-c2cccnc2)c1N=NN1CCOCC1 | 58 | 98* | 5 | 64 | 98* | 96*
O=C1C(N=Cc2c(O)ccc3ccccc23)CON1C(c1ccccc1)(c1ccccc1)c1ccccc1 (stereo not given) | 20 | 41 | 4 | 56 | 37 | 29
N#Cc1ccc(-c2ccccc2)[nH]c1=O | 4 | -25 | -2 | -13 | -13 | -27
CC/C=N/NC(=O)c1ccc([N+](=O)[O-])cc1 | 1 | 12 | 1 | 18 | 19 | 17
CCCN1C(=O)c2ccccc2C1=O | 37 | 10 | -1 | 20 | -7 | 14
O=C(NC(=O)c1cc2cc(Cl)cc(Cl)c2oc1=O)Oc1ccccc1 | -54 | 2 | -3 | 10 | 4 | -18
O=C1CC[C@@H](S(=O)(=O)c2ccccc2)[C@H](/C=C/c2ccccc2)O1 | 26 | -16 | -7 | -6 | 25 | 38
Cc1cc([N+](=O)[O-])c(S(=O)(=O)c2ccccc2)c([N+](=O)[O-])c1 | -2 | 4 | -31 | -21 | -20 | -28
COC(=O)C1=C(C)NC(C)=C(C(=O)OC)C1c1cccc(N=O)c1 | 4 | 78* | 27 | 10 | 6 | 13
CC(C)NCCCN | 13 | 24 | 16 | -5 | 2 | 0
O=C(O)C1=C(C(=O)O)C2CCC1C2 | 3 | -14 | -12 | -25 | -34 | -23
COc1cc2c(cc1O)CC[n+]1cc3c(OC)c(OC)ccc3cc1-2 | -13&5&10 | 0&-69&-11 | 16&-3&-15 | -3&3&-56 | 0&-15&-20 | 20&1&-21
Nc1ccccc1S(=O)(=O)O | 8 | 6 | -8 | -1 | -1 | 1
CCNc1nc(Cl)nc(C(Cl)(Cl)Cl)c1Cl (tested in a mixture with another compound) | 75* | 96* | 71* | 97* | 95* | 98*
Clc1cc(OCC23CC4CC(CC(C4)C2)C3)nc(OCC23CC4CC(CC(C4)C2)C3)n1 | -5 | -13 | 9 | -35 | 5 | -19
CC(O)C1OC(n2cnc3c(=S)nc[nH]c32)C(O)C1O (stereo not given) | -98 | -13 | -5 | 8 | 16 | 1
CCN(CC)CCC(C(=O)O)(c1ccccc1)C1(O)CCCC1 (stereo not given) | -27 | -26 | 7 | -8 | -13 | -8
CCOc1ccc(Nc2nc(C)c(C(=O)CC(=O)C(=O)Nc3ccc(Cl)c(C(F)(F)F)c3)s2)cc1 | -26 | -15 | -30 | -18 | 7 | 22
CCOC1=C(c2ccc(C(C)(C)C)cc2)C(=O)NC1=O | -38 | -12 | -13 | 10 | -8 | -2
CCOC(=O)C(=O)C(=O)NN(C)C1=NCCN1 | -14 | 2 | 7 | -11 | -2 | 7
CCOC(=O)C(=O)C(C(=O)OCC)C(C)C(=O)OCC (stereo not given) | -41 | -11 | 7 | 2 | -8 | 8
CC1(C)N=C(Oc2ccc(Cl)cc2Cl)NC(=S)N1 | -5 | 24 | -26 | -4 | -15 | -7
O=C1Cc2c(nc[nH]c2=O)N1 | -25 | -5 | -18 | 5 | -8 | -4
O=C(/C=C\c1ccccc1)OCc1ccccc1CN1CCCCC1 | 15 | 13 | 10 | 16 | 12 | 17
OC1c2ccccc2C2(O)C1C(c1ccccc1)C(c1ccccc1)C2(O)c1ccccc1 (stereo not given) | 95* | 96* | 95* | 97* | 97* | 98*
O=C(Nc1ccc([N+](=O)[O-])cc1Cl)OCCc1ccccn1 | -11 | 20 | 52 | 3 | 27 | 24
C1CCCCC2(CCCCCCCCC3(CCC1)SCCS3)SCCS2 | 4 | -9 | -8 | -7 | 7 | -4
N#CC1=C(N)Oc2c(ccc3cccnc23)C1c1ccccc1 (stereo not given) | 5 | -26 | -17 | -24 | -16 | -25
CCCCCCCCCCCCCCCCS(=O)(=O)N/N=C/c1ccccc1O | 18 | 20 | 6 | 26 | 26 | 30
CCCCC1(CC)COC(CCC)OC1 (stereo not given) | -23 | 12 | -12 | 26 | 2 | 13

# The results go on.
structure | cln2 rad14 | mlh1 rad18 | bub3 | yeast rad50 | yeast mec2-1 | sgs1 mgt1
Cc1cc(=O)[nH][nH]c1=O | 3 | 11 | -3 | 5 | 9 | 11
COC(=O)/C(C#N)=C1\CCC(O)N1C (stereo not given) | 6 | 10 | 3 | 12 | -11 | 6
N#C/C(=C\NC(N)=S)c1nc2ccccc2s1 | 25 | -12 | -4 | -18 | 7 | -16
CCCCCCCCCCCCSCCC(=O)O | -1 | -24 | -9 | -21 | -20 | 2
NC(=S)Nc1cccc(Cl)c1 | 1 | 3 | 15 | 8 | -3 | 15
N=c1ccccn1CC(O)COc1ccccc1 (stereo not given) | 1 | -6 | 4 | -11 | -10 | -2
Cc1ccc(S(=O)(=O)C2C3CC4C(C3)C42)cc1 (stereo not given) | 22 | 22 | 0 | 4 | 16 | 0
COc1ccc(/C=C/c2ccnc3ccccc23)cc1OC | 84* | 85* | 82* | 86* | 91* | 88*
Cc1ccc(/C=N/Nc2cc(C)c3cccc(C)c3n2)s1 | 90* | 90* | 91* | 89* | 93* | 92*
CC1=CC(O)(c2ccccc2)C(N2CCOCC2)N1O (stereo not given) | 14 | -9 | 23 | -3 | -26 | -4
COc1ccccc1N=NNc1ccc(S(=O)(=O)NC(C)=O)cc1 | -1 | 1 | -15 | 15 | -28 | -1
CNC(=O)CN(CC(=O)O)C(=O)NC | 5 | 7 | -14 | -2 | 3 | 23
CCCCCCCCCCCC(N)c1ccccc1 (stereo not given) | 99* | 100* | 99* | 99* | 100* | 99*
CS(=O)CC(Nc1ccccc1)c1ccccc1 (stereo not given) | 2 | -3 | -26 | -4 | -13 | -11
CN(C)c1c([N+](=O)[O-])cc(N)cc1[N+](=O)[O-] | 21 | 1 | 11 | -2 | -20 | 14
C[N+](C)(C)CC(=O)NC(=O)N/N=C\C(CC#N)CN(Cc1ccccc1)Cc1ccccc1 (stereo not given) | 11 | 12 | 2 | 24 | 14 | 19
COc1cc2c(cc1OC)[C@@](C)(C(O)C(O)C(C)(C)O)NCC2 (stereo not given in full) | 5 | 24 | 5 | 22 | 6 | 13
CC(=O)c1ccc(C(C)C)cc1 | 16 | 24 | 19 | 30 | 1 | 5
O=C1C(c2ccccc2)=C(c2ccccc2)/C1=C\c1ccc(Cl)cc1Cl | -9 | -14 | 6 | 7 | -6 | -14
CC(=O)c1ccc(C)c(N)c1 | -1 | 27 | -2 | -4 | 0 | 6
C=C(C)C(=O)OC1C/C(CO)=C\C(O)C/C(C)=C/C2OC(=O)C(=C)C21 (stereo not given) | 48 | -47 | 42 | 55 | 31 | 34
c1ccc2c(c1)NC(SSC1Nc3ccccc3S1)S2 (stereo not given) | -1 | 2 | -11 | -2 | -21 | -3
